RmlCD inh mix = inhibitors of RmlC and RmlD coupled enzymes; RmlC/RmlD coupled enzyme inhibition, 384-well mixture HTS; inhibition, % at 5.5 µM; 110,000 compounds, 0.39% hits; AID 1532; in the data active = inhibition above about 30%, passing the limit was not always enough; inconclusive = no clear call, values can overlap the other calls; note: strong numbers were not always called active
RT RNaseH block = blocks HIV-1 RNase H cleavage of RNA/DNA duplex | 65,000 compounds, 1.9% hits | RT-RNase H RNA/DNA duplex cleavage, fluorescence | inhibition, % at 10 µM | P04585; in the data active = inhibition above about 50%
Starred values were filed as active, the others as inactive; ? = inconclusive; nt = not tested or not shown.

| smiles | RmlCD inh mix | RT RNaseH block |
| --- | --- | --- |
| CC(=O)O[C@@H]1/C=C/[C@](C)(O)C[C@@H](C)C/C=C/[C@H]2[C@H](O)[C@@](C)(O)[C@@H](C)[C@H]3[C@H](Cc4ccccc4)NC(=O)[C@@]312 | 6.4 | nt |
| CC1CCC(NS(=O)(=O)c2ccc3c(c2)n(C)c(=O)c(=O)n3C)CC1 (centres undefined) | 5.4 | -9.4 |
| CN1CCc2c(sc3c2C(=O)NC(c2cccc(OC(=O)c4cccs4)c2)N3)C1 (centres undefined) | nt | -32.9 |
| CCS(=O)(=O)c1ccc(O)c(N2C(=O)C3C4C=CC(C4)C3C2=O)c1 (centres undefined) | -14.2 | -7.1 |
| O=C1CCC(=O)N1c1cccc(-c2nc3ccccc3o2)c1 | -3.3 | -11.2 |
| O=C(c1c(Cl)nc2sccn12)N1CCCc2ccccc21 | -11.9 | -25.1 |
| COC(=O)CSC1=C(C#N)C(=O)NC(c2ccccc2)S1 (centres undefined) | 5.3 | nt |
| COC(=O)c1ccc(NC(=O)c2ccc3c(c2)OCO3)cc1 | 2.9 | 3.7 |
| Cc1ccc(C2=NN(C(=S)Nc3ccccc3)C(c3ccco3)C2)cc1 (centres undefined) | 7.5 | nt |
| COc1ccc(C(=O)c2coc3ccc(O)c(CN4CCOCC4)c23)cc1 | -9.5 | -20.2 |
| O=C(COc1ccccc1)NC1CCN(Cc2ccccc2)CC1 | -5.8 | -0.5 |
| Cc1[nH]n(-c2ccccc2)c(=O)c1S(=O)(=O)c1ccccc1 | 10.4 | -33.6 |
| COc1cccc(C2NC(CC(C)C)(C(=O)O)C3C(=O)N(Cc4ccccc4)C(=O)C23)c1O (centres undefined) | -7.6 | -11.9 |
| O=C(C1=C[C@@H](c2ccc(Br)cc2)C[C@@H](OCCCCO)O1)N1CCOCC1 | 14.5 | nt |
| CC(CN1CCCCC1)OC(=O)c1ccccc1Cl (centres undefined) | 7.8 | -4.6 |
| COc1ccc(C2C(C(=O)NCC3CCCO3)CCC(=O)N2c2ccc3c(c2)OCO3)cc1 (centres undefined) | -13.5 | 9.6 |
| COC(=O)C1=C(c2cc3ccccc3o2)C[C@@H]2CC[C@H]1N2C(=O)NCc1ccco1 | -11.8 | nt |
| Cc1cccc(C)c1NC(=O)c1ccc(-n2cncn2)nc1 | 2.1 | nt |
| COc1ccc(C2CC(C(F)(F)F)n3ncc(C(=O)Nc4c(C)n(C)n(-c5ccccc5)c4=O)c3N2)cc1 (centres undefined) | -5.1 | nt |
| CC1CN(C(c2ccco2)c2sc3ncnn3c2O)CC(C)O1 (centres undefined) | -7.1 | 0.6 |

Additional records
| smiles | RmlCD inh mix | RT RNaseH block |
| --- | --- | --- |
| CC(Oc1ccccc1)C(=O)NCc1cccnc1 (centres undefined) | -1.1 | -10.6 |
| COC(=O)c1cc2oc(C)cc2n1CC(=O)N(C)c1ccccc1 | -6.1 | -1.4 |
| N#Cc1nc(COc2ccc(F)cc2)oc1N1CCCC1 | 19.5 | -57.5 |
| Cc1ccc(N(C(=O)CCC(=O)Nc2cc(C)on2)C(C(=O)NC2CCCC2)c2ccncc2)cc1 (centres undefined) | nt | -0.3 |
| COc1ccc(C2=C(C#N)C(=O)OC2)cc1 | -42.6 | nt |
| COc1ccc(-n2c(SCC(N)=O)nnc2-c2cccnc2)cc1 | 4.0 | nt |
| COc1ccc(Cc2nc(-c3ccc(Br)o3)no2)cc1OC | 8.9 | -12.0 |
| O=c1c2[nH]c3ccc(Cl)cc3c2ncn1CCN1CCCCC1 | 7.6 | -8.0 |
| COc1cc(/C=N/NC(=O)c2cc(-c3cccn3C)n[nH]2)cc(OC)c1OC | 9.5 | nt |
| Cn1c(SCC(=O)Nc2ccccc2F)nnc1-c1cccnc1 | -11.2 | -3.6 |
| COc1cccc(C2c3c(oc4ccc(F)cc4c3=O)C(=O)N2CCN2CCOCC2)c1OC (centres undefined) | 1.5 | nt |
| Fc1ccccc1N1CCN(c2nc3ccccc3n3nnnc23)CC1 | 21.0 | -17.5 |
| Cc1nn(S(=O)(=O)c2ccc([N+](=O)[O-])cc2)c(C)c1Sc1ccccc1 | -4.8 | nt |
| O=C(O)c1cc(NCc2cccs2)ccc1N1CCOCC1 | -3.9 | -0.9 |
| CCC1Sc2ccccc2N(CC(=O)NCCC(C)C)C1=O (centres undefined) | ? | -2.3 |
| O=C(c1ccc2c(c1)OCO2)N1CCC2(CC1)Oc1ccc(Cl)cc1C(=O)C21CC(c2ccc(Cl)cc2)=NO1 (centres undefined) | 5.7 | nt |
| CCn1c(=O)cc(SCC(=O)NCCN2CCN(Cc3ccccc3)CC2)c2ccccc21 | 4.4 | 0.0 |
| CC12CCC(C(=O)Nc3ccccc3N3CCOCC3)(CC1=O)C2(C)C (centres undefined) | nt | -5.2 |
| COc1ccccc1NC(=O)CSc1nnc(C2CCCCC2)n1C | 7.5 | 6.1 |
| COc1cc(C(=O)NCc2ccco2)c(Br)c(OC)c1OC | 10.1 | -7.5 |

Further records follow:
| smiles | RmlCD inh mix | RT RNaseH block |
| --- | --- | --- |
| CCNc1nc(NCC)nc(Oc2ccc(N)cc2)n1 | -5.7 | nt |
| NC(=O)CSc1nnc(Cc2csc(Nc3ccccc3)n2)n1Cc1ccccc1 | -4.5 | -14.1 |
| COCCN1CSC(=S)N(Cc2ccco2)C1 | 3.9 | 62.9* |
| N#Cc1cc2c(nc1SCc1cccnc1)CCCC2 | 4.4 | 0.5 |
| O=C(/C=C/c1ccccc1)c1ccccn1 | 8.2 | nt |
| CCc1ccccc1NC(=O)NC1CCCCC1 | -6.3 | nt |
| COc1ccc(C(=O)OCCN2CCOCC2)cc1 | -10.2 | nt |
| COc1ccc(N=CC2=C(O)c3ccccc3C2=O)cc1 | -10.6 | nt |
| CCCCCNC(=O)CSC1=N/C(=C\c2ccc(Cl)c(Cl)c2)C(=O)N1CC | -0.6 | nt |
| Cc1ccc(Cn2c(SCCN3CCOCC3)nc3c2c(=O)n(C)c(=O)n3C)cc1 | -8.8 | -5.5 |
| Cc1cc(C)nc(/N=C(/NC(=O)Nc2cccc(Cl)c2)Nc2ccccc2)n1 | 5.7 | nt |
| CC1CCN(C(=O)CCCOc2ccc(Cl)cc2)CC1 | 7.6 | nt |
| CN(C)CCn1c(C(=O)Nc2ccccc2)cc2ccccc21 | 10.1 | -18.1 |
| Cc1ccc(S(=O)(=O)N2CCN(C(=O)CN3C(=O)NC4(CCOc5ccccc54)C3=O)CC2)cc1 (centres undefined) | 8.8 | -14.6 |
| COc1ccc(-c2cc3nc(C)c(CCC(=O)NC(C)CCc4ccco4)c(C)n3n2)c(OC)c1 (centres undefined) | 63.8 | nt |
| CCc1ccc(N(CC(=O)NC)S(C)(=O)=O)cc1 | -2.2 | 7.0 |
| O=C(CCCc1c[nH]c2ccccc12)N1CCN(S(=O)(=O)c2cccs2)CC1 | -21.6 | 0.6 |
| CCN(CC)S(=O)(=O)c1ccc(N2CCOCC2)c(C(=O)O)c1 | 10.2 | nt |
| O=C(CN1CCN(S(=O)(=O)c2ccc(F)cc2)CC1)Nc1ccc2c(c1)OCO2 | 11.1 | -16.0 |
| COc1cc(OC)cc(C(=O)n2nc(C)cc2C)c1 | 4.3 | nt |

Next records follow:
| smiles | RmlCD inh mix | RT RNaseH block |
| --- | --- | --- |
| CCOC(=O)c1cc(-c2ccccc2)n(CC(=O)O)c1C | 1.4 | -18.2 |
| O=C(CN1CCCCC1)Nc1ccc(NC(=O)c2ccc(Cl)cc2)cc1Cl | 5.0 | nt |
| CCOc1ccc(Cc2nnc(SCC(=O)c3ccc(OC)cc3)o2)cc1 | 8.1 | -8.1 |
| Cc1ccccc1N1CCN(C(=O)c2ccccc2NC(=O)C2CC=CCC2C(=O)O)CC1 (centres undefined) | -1.9 | nt |
| Cn1c(=O)c2cc(NCc3ccccc3)nnc2n(C)c1=O | -14.1 | -5.4 |
| Cc1noc(NS(=O)(=O)c2ccc(NC(=O)CCn3c(=O)oc4ccccc43)cc2)c1C | -12.1 | 0.6 |
| Cc1c(C(N)=O)sc2ncn(CC(=O)N3CCC(C)CC3)c(=O)c12 | 8.8 | nt |
| Cc1c(C(=O)O)nnn1-c1ccccc1 | -1.0 | 0.0 |
| O=C(NNC(=O)C1CCCO1)c1ccccc1Cl (centres undefined) | 4.0 | nt |
| CC1CN(C2CCN(C(=O)c3ccccc3)CC2)CC(C)O1 (centres undefined) | 10.6 | -3.8 |
| COc1cccc(C(=O)Nc2nnc(C(C)C)s2)c1 | 5.3 | -11.8 |
| O=C(Nc1c(C(=O)Nc2ccc3c(c2)OCCO3)cnn1-c1ccccc1Cl)c1ccco1 | 4.9 | 5.4 |
| COc1ccc(C(CC(=O)O)NC(=O)c2ccco2)cc1OC (centres undefined) | 12.4 | -7.8 |
| O=C(COc1ccccc1)Nc1ncc2c(n1)CCCC2=O | 17.7 | -3.5 |
| COc1cc(/C=C/c2cc(OC(C)=O)c3ccccc3n2)c(OC(C)=O)c([N+](=O)[O-])c1 | 9.7 | nt |
| COc1cc(Cl)c(S(=O)(=O)n2cnc(C)c2)cc1Cl | 4.0 | -28.7 |
| COCc1[nH]nc2c1C(C1C=CCCC1)C(C#N)=C(N)O2 (centres undefined) | -1.7 | -9.7 |
| CCCC(=O)N1CCN(S(=O)(=O)c2cc(Cl)ccc2OC)CC1 | -6.8 | -16.3 |
| COc1ccc(-c2cc3ccccc3n2CC(O)CNCCO)cc1 (centres undefined) | 17.1 | nt |
| COc1ccc(-c2cc(C(=O)O)c3c(C)nn(-c4ccccn4)c3n2)cc1 | 27.8 | nt |

A few values from the entries so far:
`COc1cccc(C(=O)Nc2nnc(C(C)C)s2)c1` @ RT RNaseH block: -11.8
`Cc1noc(NS(=O)(=O)c2ccc(NC(=O)CCn3c(=O)oc4ccccc43)cc2)c1C` @ RT RNaseH block: 0.6

By substructure, those above containing two or more sulfur atoms
| smiles | RmlCD inh mix | RT RNaseH block |
| --- | --- | --- |
| CN1CCc2c(sc3c2C(=O)NC(c2cccc(OC(=O)c4cccs4)c2)N3)C1 (centres undefined) | nt | -32.9 |
| COC(=O)CSC1=C(C#N)C(=O)NC(c2ccccc2)S1 (centres undefined) | 5.3 | nt |
| Cc1nn(S(=O)(=O)c2ccc([N+](=O)[O-])cc2)c(C)c1Sc1ccccc1 | -4.8 | nt |
| NC(=O)CSc1nnc(Cc2csc(Nc3ccccc3)n2)n1Cc1ccccc1 | -4.5 | -14.1 |
| COCCN1CSC(=S)N(Cc2ccco2)C1 | 3.9 | 62.9* |
| O=C(CCCc1c[nH]c2ccccc12)N1CCN(S(=O)(=O)c2cccs2)CC1 | -21.6 | 0.6 |

(further entries)
| smiles | RmlCD inh mix | RT RNaseH block |
| --- | --- | --- |
| Cc1ccc(OCC(=O)N2CCN(C(=O)c3cccs3)CC2)cc1 | -8.9 | -10.4 |
| CC1CCCCC1NC(=O)CSc1nncs1 (centres undefined) | 1.4 | -5.7 |
| Cn1c(SCC(=O)Nc2ccc3c(c2)OCCO3)nnc1-c1ccco1 | -1.9 | -7.8 |
| CCOC(=O)c1oc2ccc(Br)cc2c1CSc1nnc(C)s1 | 8.7 | -42.1 |
| CC(C)Cn1cc(C(=O)N2CCOCC2)c2c3ccccc3n(C)c2c1=O | 22.3 | -15.9 |
| COc1ccc(Cc2nnc(SCC(=O)NCc3ccco3)o2)cc1 | -25.0 | -8.2 |
| CCN1CCN(Cc2ccc(NC(=O)c3ccc(C)c(NC(=O)c4cccc5[nH]ccc45)c3)cc2C(F)(F)F)CC1 | 6.5 | nt |
| O=C(CSc1ncnc2c1nnn2Cc1ccccc1F)N1CCN(c2ccccc2)CC1 | nt | 30.3 |
| CC(=O)c1ccc(-n2nnnc2SCC(=O)N2CCN(C(=O)c3ccco3)CC2)cc1 | -9.3 | 0.8 |
| CCOC(=O)N1CCC(NC(=O)c2ccc3nc(N4CCOCC4)sc3c2)CC1 | 4.8 | -1.6 |
| CCN(CC)c1nc(-c2cccc(OC)c2O)nc2ccccc12 | -11.4 | 3.5 |
| O=Cc1ccccc1OCCOc1ccccc1C=O | 9.1 | nt |
| COC(=O)[C@@H]1C[C@@]2(O)[C@@H](O)[C@@H](O)[C@@H](O)C[C@H]2N1Cc1ccc(-c2ccccc2)cc1 | -9.2 | nt |
| O=C(c1cc2cc(Br)ccc2oc1=O)N1CCN(c2ccccn2)CC1 | 7.6 | -11.6 |
| C=CCn1c(C)cc(C(=O)CSc2nc3ccccc3[nH]2)c1C | 10.8 | nt |
| Nc1nnc(CCc2ccccc2)s1 | -7.1 | -3.8 |
| CC(=NCCc1ccccc1)C1=C(O)CSC1=O | -11.1 | -6.0 |
| Cc1cnc(C(=O)OCC(=O)N2c3ccccc3NC(=O)C2(C)C)cn1 | -10.1 | -8.1 |
| COc1cccc(OC)c1C(=O)N1CCN(c2c(Cc3ccccc3)c(C)nc3ncnn23)CC1 | -11.3 | -1.6 |

Three compounds drawn at random from those above:
| smiles | RmlCD inh mix | RT RNaseH block |
| --- | --- | --- |
| CCOC(=O)c1oc2ccc(Br)cc2c1CSc1nnc(C)s1 | 8.7 | -42.1 |
| C=CCn1c(C)cc(C(=O)CSc2nc3ccccc3[nH]2)c1C | 10.8 | nt |
| CC1CCCCC1NC(=O)CSc1nncs1 (centres undefined) | 1.4 | -5.7 |

One compound at a time, from the list above. Order of values: RmlCD inh mix, RT RNaseH block
Cn1c(SCC(=O)Nc2ccccc2F)nnc1-c1cccnc1 is listed as -11.2, -3.6
COc1cc(C(=O)NCc2ccco2)c(Br)c(OC)c1OC is listed as 10.1, -7.5

A portion of the library, so the mix of outcomes need not match the whole.
